# A3G deaminase – APOBEC3G DNA deaminase inhibitors, primary screen, biochemical, fluorescence, single-stranded DNA substrate, uHTS. DNA dC->dU-editing enzyme APOBEC-3G (Homo sapiens), Q9HC16. recombinant A3G, ssDNA deamination FAM/TAMRA fluorescence. inhibition, % at 20 µM. 330,000 compounds, 0.28% hits;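 active means inhibition of at least 40% at 20 µM, with no more than 30% in the related APOBEC3A deaminase screen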;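 further: plate controls were DMSO wells with A3G for no effect and wells lacking A3G enzyme for full effect; some compounds called inactive have numbers as strong as hits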
# NR3A LBD binder – binders of NR3A ligand-binding domain, primary screen, biophysical, differential scanning fluorimetry, uHTS | AID 1259313, 2017 | Glutamate receptor ionotropic, NMDA 3A (GRIN3A) ligand-binding domain | NR3A LBD differential scanning fluorimetry, Tm shift; 0% = protein alone, 100% = glycine-bound protein | 340,000 compounds, 2.5% hits | Tm shift relative to glycine control, % at 25 µM;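 active means melting temperature shift of at least 10% of the positive control shift, at one fixed dose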
# CCR6 antag – CCR6 receptor antagonists, primary screen, cell-based, CHO-K1, luminescence, beta-arrestin, uHTS | C-C chemokine receptor type 6 (Homo sapiens), P51684 | CHO-K1 CCR6 PathHunter beta-arrestin, CCL20-stimulated | inhibition, % at 20 µM | 340,000 compounds, 0.49% hits | AID 493098, 2011;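 active means compounds whose inhibition of the agonist-driven luminescence signal at 20 µM reaches about 50%, limit read from the data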;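 further: cells stimulated with CCL20 at 14 nM final; plate controls were DMSO with CCL20 for no effect and DMSO without agonist for full effect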
# Target sequence (P51684 whole entry, looked up): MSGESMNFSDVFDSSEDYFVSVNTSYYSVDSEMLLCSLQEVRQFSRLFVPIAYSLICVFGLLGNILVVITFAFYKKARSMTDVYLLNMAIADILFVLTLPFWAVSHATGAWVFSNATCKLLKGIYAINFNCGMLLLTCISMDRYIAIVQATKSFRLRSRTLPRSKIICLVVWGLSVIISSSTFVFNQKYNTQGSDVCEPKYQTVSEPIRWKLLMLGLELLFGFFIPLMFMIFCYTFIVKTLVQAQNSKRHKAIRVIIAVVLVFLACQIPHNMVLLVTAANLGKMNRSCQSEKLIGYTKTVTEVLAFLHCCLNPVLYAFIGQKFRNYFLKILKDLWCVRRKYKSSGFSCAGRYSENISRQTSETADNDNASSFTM
# CXCR6 block – CXCR6 receptor inhibitors, primary screen, cell-based, beta-arrestin, luminescence, CHO-K1 PathHunter, 1536-well; 360,000 compounds, 0.36% hits; C-X-C chemokine receptor type 6 (Homo sapiens), O00574; inhibition, % at 20 µM; AID 602244, 2012; in the data active means inhibition above about 34%, passing the limit was not always enough;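 further: antagonist mode with CXCL16 agonist at 10 nM final; 0% = 10 nM CXCL16 with DMSO and 100% = unstimulated wells without agonist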
# Target sequence (O00574 whole entry, looked up): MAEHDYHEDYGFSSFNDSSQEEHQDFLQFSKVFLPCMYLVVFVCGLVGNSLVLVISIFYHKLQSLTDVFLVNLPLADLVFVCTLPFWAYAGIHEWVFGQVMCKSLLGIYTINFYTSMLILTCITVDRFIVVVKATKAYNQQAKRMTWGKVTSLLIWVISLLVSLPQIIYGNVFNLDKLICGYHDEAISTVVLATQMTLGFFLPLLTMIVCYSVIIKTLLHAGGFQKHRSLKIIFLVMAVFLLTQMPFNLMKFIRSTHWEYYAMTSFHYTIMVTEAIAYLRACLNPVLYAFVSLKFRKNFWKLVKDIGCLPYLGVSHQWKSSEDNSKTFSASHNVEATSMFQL
# EBI2 antag – EBI2 receptor antagonists, beta-arrestin recruitment, primary screen, cell-based, luminescence, 7a,25-OHC stimulation, uHTS | G-protein coupled receptor 183 (Homo sapiens), P32249 | 7a,25-OHC stimulated | inhibition, % at 5 µM | 360,000 compounds, 0.81% hits; in the data active means inhibition above about 38%;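 further: enzyme fragment complementation signal reports receptor beta-arrestin coupling in cells; 0% = agonist plus DMSO wells and 100% = wells without agonist; some results beyond the cut were filed as inactive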
# A3A deaminase – APOBEC3A ssDNA deaminase inhibitors, primary screen, selectivity assay for APOBEC3G inhibitor project, biochemical, FAM/TAMRA oligo cleavage fluorescence; 330,000 compounds, 0.41% hits; inhibition, % at 20 µM; DNA dC->dU-editing enzyme APOBEC-3A (Homo sapiens), P31941; recombinant A3A, FAM/TAMRA ssDNA deamination fluorescence;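 active means at least 40% inhibition at 20 µM here, with at most 30% in a related deaminase screen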;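 further: plate controls were A3A with DMSO for no effect and wells lacking A3A enzyme for full effect; some results filed as inactive read as strong as hits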
# Target sequence (P31941 whole entry, looked up): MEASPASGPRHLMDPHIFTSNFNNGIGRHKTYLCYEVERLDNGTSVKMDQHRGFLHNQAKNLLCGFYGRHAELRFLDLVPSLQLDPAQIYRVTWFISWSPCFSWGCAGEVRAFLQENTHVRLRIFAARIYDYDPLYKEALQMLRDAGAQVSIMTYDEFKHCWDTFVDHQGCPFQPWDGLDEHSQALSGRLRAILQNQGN
# Gli-Sufu antag – Gli-Sufu pathway antagonists, primary screen, luciferase luminescence, Sufu-KO-LIGHT cells, uHTS | Sufu-KO-LIGHT fibroblasts, Gli luciferase reporter luminescence | AID 588413, 2011 | inhibition, % at 5 µM | 340,000 compounds, 0.74% hits;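 active means inhibition above about 55%, limit read from the data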;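 further: 0% = DMSO-treated cells and 100% = wells with medium but no cells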
# MPTP inh – mitochondrial permeability transition pore inhibitors, primary screen, biochemical, isolated mouse mitochondria, absorbance; Ca2+ swelling absorbance, 30 min; inhibition, % at 10 µM; 360,000 compounds, 1.4% hits; AID 602449, 2012;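 active means inhibition of 50% or more, scaled per plate between neutral and stimulator controls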;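 further: 0% = DMSO wells given calcium and 100% = 1 mM EGTA wells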
# * = called active by the depositor; nt = not tested or not shown.
SMILES,A3G deaminase,NR3A LBD binder,CCR6 antag,CXCR6 block,EBI2 antag,A3A deaminase,Gli-Sufu antag,MPTP inh
C=CCN1C(=O)c2ccc(C(=O)N3CCN(S(=O)(=O)c4ccc(C(C)C)cc4)CC3)cc2C1=O,-10,3,-2,2,1,-5,7,-0.6
O=S(=O)(NCC1(N2CCOCC2)CCCCC1)c1ccc(F)c(F)c1F,-2,-3,-2,1,4,0,13,-0.9
CCCCSc1ccc2nc(-c3ccc(C#N)cc3)cn2c1,8,-2,-17,-5,17,0,-3,9.4
Cc1cc(C)c2c(=O)[nH]n(C3CCOC(C)(C)C3)c2n1 (centres undefined),3,1,7,-5,-11,-2,3,-0.1
O=C(COC(=O)CCc1ccc(S(=O)(=O)N2CCOCC2)cc1)Nc1ccc(Cl)cn1,2,0,0,2,1,2,-10,0.0
CC12CN3CC(C)(CN(C1)C3c1ccc(Cl)cc1Cl)C2O (centres undefined),-3,-3,0,-2,-2,0,-2,0.6
S=c1[nH]nc(-c2ccc3ccccc3n2)n1-c1ccccc1,14,2,15,-6,-5,-5,-9,-0.5
Cc1nn(Cc2nnc(SCC(=O)Nc3cccc(C(F)(F)F)c3)n2C)c(C)c1[N+](=O)[O-],-4,1,9,-7,4,-5,-4,1.3
O=C(O)C1=CC[C@@H](c2ccc(Cl)cc2)N(S(=O)(=O)c2ccc(Cl)cc2)[C@H]1c1ccccc1,-8,-17,12,-8,-7,-5,11,2.7
CCOC(=O)CC1ON(C)C(=O)N1c1ccc([N+](=O)[O-])cc1 (centres undefined),-6,-3,9,7,8,-8,0,48
N#Cc1c2ccccc2nc2ccccc12,3,0,23,4,-2,1,-4,2.1
COc1ccc(CC(=O)Nc2ccc(-c3cn4ccccc4n3)cc2)cc1OC,-2,-7,-3,-9,2,-20,8,-0.9
CCOC(=O)N1CCN(C(=O)c2csc3c2CCCCC3)CC1,0,-1,-1,3,5,3,6,0.0
O=c1[nH]c(-c2ccccn2)cc2ccccc12,-1,-5,-1,-3,-18,1,-51,-0.2
Cc1nc2ccccc2c(=O)n1/N=C/c1cn(-c2ccccc2)nc1-c1cccs1,2,-15,11,6,6,2,-22,0.3
O=C(N/N=C/c1sc(=O)[nH]c1-[n+]1ccccc1)c1ccccc1[O-],-8,2,9,5,4,-3,-30,1.4
Cn1nc(C(F)(F)F)c(-c2ccc(F)cc2)c1NC(=O)CSCC(=O)O,-2,3,0,-2,3,-1,2,0.0
FC(F)(F)c1cccc(Cc2noc(CN3CCC(c4ccncc4)CC3)n2)c1,-3,-2,6,-9,5,-2,38,3.2
CC1(C)OC(c2ccccc2)=C/C(=C/C=Nc2ccccc2)O1,-5,-2,9,0,-3,-15,-8,-0.4
O=C(CNC(=O)c1ccco1)NCc1ccc2c(c1)OCO2,-2,-2,7,4,-7,0,-9,0.7
COc1nc(Oc2ccc(/C=N/O)cc2)nc(N(C)C)n1,-3,1,-14,-5,4,-3,4,-1.8
CC(=O)Oc1ccccc1C(=O)O,-12,0,4,2,2,-6,9,-2.3
C=CCN(CC=C)Cc1c(O)ccc2c(=O)c(-c3ccccc3)coc12,-8,-1,9,-9,4,-4,18,-0.5
CCCCN(C(=O)CSc1nnc(-c2ccc(OC)cc2)n1CC)c1c(N)n(Cc2ccccc2)c(=O)[nH]c1=O,-7,-2,6,10,-4,-3,-5,0.0
Cc1ccnc(NC(=O)c2cc3c(=O)oc4ccc(C)cc4c3s2)c1,-8,2,0,3,4,-1,6,1.9
CC1(C)CC(=O)C2=C(C1)OC(c1ccncc1)C(C#N)=C2N (centres undefined),-7,-1,-8,0,6,1,8,-1.2
CC1CN(CC(=O)NCc2ccc(F)cc2)CC(C)O1 (centres undefined),-7,-2,3,-2,-2,6,28,-0.3
O=C(CSc1n[nH]c(=O)[nH]c1=O)NCC1CCCCC1,0,1,5,6,2,4,4,0.1
COc1cc(C(=O)OCC(=O)N2CCN(C(C)=O)CC2)ccc1OCC(C)C,-6,-6,0,-8,-20,-5,11,-1.0
COc1cccc(Nc2ncc(C#N)c(N)n2)c1,-7,4,2,-24,-9,-5,0,1.7
CCN(CC)c1ccc(NC(=O)C2CC3CCC2C3)cc1 (centres undefined),2,0,7,-2,12,-14,-1,-11
O=C(CN1CCOCC1)Nc1ccc2c(c1)OCCO2,-8,-2,5,0,7,-7,-8,-0.2
CSc1nc2ccc(S(=O)(=O)Nc3c(C)n(C)n(-c4ccccc4)c3=O)cc2s1,0,-1,-12,1,0,1,9,0.5
COc1ccccc1NS(=O)(=O)c1ccc(C(=O)N2CC(C)OC(C)C2)cc1 (centres undefined),-6,0,4,-7,-13,-4,1,-0.7
COc1cccc(CN(C)C(=O)c2cccc(S(=O)(=O)N3CCN(c4ccc(F)cc4)CC3)c2)c1OC,-12,2,17,-3,20,-4,51,25
O=C(O)C/C(=C\c1cccc(NC(=O)c2ccccc2Cl)c1)c1nc2ccccc2s1,0,-1,16,-8,6,3,-14,5.6
CCOc1ccc(-c2[nH]ncc2-c2ccc(OC)c(OC)c2)c(O)c1,-3,-1,12,2,-2,0,0,-1.8
O=S(=O)(c1cccs1)N1CCN(CC(O)COC2CCCc3ccccc32)CC1 (centres undefined),-2,0,11,-5,-11,-2,-4,17
COc1ccc(CN2CCN(C(=O)C3CCC(CNS(=O)(=O)c4ccccc4)CC3)CC2)c(OC)c1OC (centres undefined),-12,-1,4,-1,-10,-3,48,0.4
O=C(NCCOc1ccccc1)c1cccc2c1C(=O)c1ccc(Cl)cc1S2(=O)=O,-6,-6,-19,2,1,5,-6,0.5
O=C(CCN1CCN(c2ccccc2)CC1)Nc1ccccc1F,0,0,5,14,9,2,4,-0.4
N/C(Cc1ccc(Cl)cc1Cl)=N\OC(=O)Cc1cccs1,-1,2,6,-2,1,-1,-12,1.2
COc1cccc(C(C(=O)NC2CCCC2)N(Cc2cccnc2)C(=O)Cc2cccs2)c1 (centres undefined),-9,0,11,1,9,-3,25,0.2
COc1cc2c(=O)n(CCCN3CCOCC3)c(=S)[nH]c2c(OC)c1OC,-6,0,-5,-6,2,-3,6,-0.3
O=C1C2C3C=CC(C3)C2C(=O)N1CCC(=O)N1CCc2ccccc21 (centres undefined),2,1,8,1,-4,4,32,-1.6
CC(=O)c1c(C)[nH]c(C(=O)NNC(=O)COc2cc(C)cc(C)c2)c1C,-10,0,5,3,12,-2,-12,0.6
COC(=O)C[C@H]1c2cc(C(F)(F)F)ccc2S(=O)(=O)N1Cc1ccccc1OC,-7,0,9,3,7,-1,3,0.2
C=CCNC(=O)COC(=O)COc1ccc(Cl)cc1,-5,0,-6,-1,-7,-3,-28,0.5
CC(=O)c1ccc(NC(=O)CCn2c(=O)oc3ccccc32)cc1,-3,1,5,8,-6,-3,0,0.0
COc1ccc(-c2nc3ccccc3c(=O)n2O)cc1,5,32*,9,-7,2,17,-4,-0.9

# Next records
SMILES,A3G deaminase,NR3A LBD binder,CCR6 antag,CXCR6 block,EBI2 antag,A3A deaminase,Gli-Sufu antag,MPTP inh
CCCOc1cccc(C(=O)NC(=S)Nc2cccc(NC(=O)c3ccccc3Cl)c2)c1,-9,0,45,23,19,-3,2,3.8
COc1cc2c(cc1OC)C(C(=O)Nc1ccccn1)C(c1cccnc1)N(C)C2=O (centres undefined),-2,-2,14,-1,1,4,-13,-1.5
CCOC(=O)C1=CN(Cc2cccc(F)c2)S(=O)(=O)NC1c1ccccc1 (centres undefined),1,-2,10,0,5,2,-3,0.5
CNC(=O)c1ccccc1NC(=O)C1CC(=O)N(c2ccc(OC)cc2)C1 (centres undefined),-12,-1,-5,-1,4,3,-6,-1.5
CCCn1c2ccccc2c2cnn(CC(=O)NCCCN3CCCCC3)c(=O)c21,-5,1,5,6,-2,-3,17,-0.4
COc1ccc(CNC(=O)COC(=O)C2CCN(S(=O)(=O)c3ccccc3C(F)(F)F)CC2)cc1,-9,-9,5,1,-2,-3,3,0.6
COc1cc(OC)nc(NC(=O)COC(=O)c2cccc(Cl)c2)n1,-7,0,11,0,-8,-2,-1,-1.4
Cc1ccc(S(=O)(=O)Cn2nnnc2C(c2ccc(F)cc2)N2CCCCC2)cc1 (centres undefined),6,-17,-6,2,5,4,9,-0.2
Cc1ccc(N(CC(=O)NCCc2ccccc2)S(=O)(=O)c2c(C)noc2C)cc1,-4,0,13,-3,9,-6,0,0.3
CCOC(=O)N1CCN(C(=O)/C(=C/c2ccc(F)cc2)NC(=O)c2ccccc2)CC1,0,-2,4,8,-3,-1,5,-0.9
O=C(/C=C/c1ccccc1)NCCc1ccc2c(c1)OCCO2,-6,0,3,-3,1,-3,-1,0.6
Cn1nnnc1SCC(=O)Nc1ccc(S(=O)(=O)N2CCOCC2)cc1,2,1,12,-14,-14,5,4,1.5
CCOC(=O)C(Cc1ccc(NC(C)=O)cc1)N1C(=O)c2ccccc2C1=O (centres undefined),-3,0,-10,-1,0,1,0,-1.1
O=C(NCCc1ccc(Cl)cc1)C1CCN(S(=O)(=O)N2CCCC2)CC1,0,1,8,-3,29,3,6,0.0
Cc1ccc(S(=O)(=O)c2c(N)n(Cc3ccco3)c3nc4ccccc4nc23)cc1C,-9,7,0,13,17,-4,4,12
CCOC(=O)c1cc(-c2cccs2)nc2c1c(C)nn2-c1ccccn1,-7,5,16,10,13,0,12,0.7
Cc1c(Cl)cccc1NC(=S)NCC(O)c1ccccc1 (centres undefined),-6,1,-5,1,-1,-8,-5,0.2
CC(=O)Cc1nsc(NC(=O)c2ccccc2Cl)n1,-8,-1,14,0,-12,0,-10,0.7
O=C(CCn1c(SCC(=O)NCc2ccco2)nc2ccccc2c1=O)NCCc1ccccc1,-7,-1,-3,10,3,-4,-2,-0.5
O=C(C1CC1)N1CCCC(c2ccc(Cl)cc2)=N1,-2,-1,16,9,-2,2,-8,0.5

# 4 records picked at random from the list so far:
SMILES,A3G deaminase,NR3A LBD binder,CCR6 antag,CXCR6 block,EBI2 antag,A3A deaminase,Gli-Sufu antag,MPTP inh
Cc1nn(Cc2nnc(SCC(=O)Nc3cccc(C(F)(F)F)c3)n2C)c(C)c1[N+](=O)[O-],-4,1,9,-7,4,-5,-4,1.3
CCOC(=O)N1CCN(C(=O)/C(=C/c2ccc(F)cc2)NC(=O)c2ccccc2)CC1,0,-2,4,8,-3,-1,5,-0.9
O=C(/C=C/c1ccccc1)NCCc1ccc2c(c1)OCCO2,-6,0,3,-3,1,-3,-1,0.6
O=S(=O)(c1cccs1)N1CCN(CC(O)COC2CCCc3ccccc32)CC1 (centres undefined),-2,0,11,-5,-11,-2,-4,17

# Additional entries:
SMILES,A3G deaminase,NR3A LBD binder,CCR6 antag,CXCR6 block,EBI2 antag,A3A deaminase,Gli-Sufu antag,MPTP inh
Nc1ccc(S(=O)(=O)Nc2nccs2)cc1N=Nc1ccccc1[N+](=O)[O-],nt,-1,23,8,-8,nt,2,1.6
O=C(O)/C=C/c1ccccc1[N+](=O)[O-],-4,-4,2,-5,-2,-3,1,0.7
Cc1ccc(CNC(=O)COC(=O)C2CCC2)cc1,-6,3,0,4,4,2,0,-0.9
O=C(Cc1ccccc1)Nc1ccc(NC(=O)c2ccco2)cc1,-1,-12,-14,-9,-2,2,-8,0.5
COc1ccc(-n2c(=O)c3ccccc3n(Cc3ccc(F)cc3)c2=O)cc1OC,-5,1,9,11,-4,-4,0,2.2

# Source: PubChem
